BoNT F protease: blocks Botulinum neurotoxin F light chain protease. Multiplex microsphere protease cleavage assay, flow cytometry. inhibition, % at 10 µM. 360,000 tested, 0.22% active. AID 588497; in the data active means inhibition above about 35%, passing the limit was not always enough; inconclusive means no clear call, values can overlap the other calls; further: plate controls were buffer without enzyme for full effect and enzyme alone for no effect
Rv3671c inh: Rv3671c (M. tuberculosis) protease inhibition. AID 2606. 320,000 tested, 0.048% active. inhibition, % at 5.96 µM. P9WHR9; in the data active means inhibition above about 38%;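 further: extracellular domain of Rv3671c used as enzyme; 0% = enzyme with DMSO and 100% = no enzyme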
Target sequence (P9WHR9 whole entry, looked up, the tested form may be a part): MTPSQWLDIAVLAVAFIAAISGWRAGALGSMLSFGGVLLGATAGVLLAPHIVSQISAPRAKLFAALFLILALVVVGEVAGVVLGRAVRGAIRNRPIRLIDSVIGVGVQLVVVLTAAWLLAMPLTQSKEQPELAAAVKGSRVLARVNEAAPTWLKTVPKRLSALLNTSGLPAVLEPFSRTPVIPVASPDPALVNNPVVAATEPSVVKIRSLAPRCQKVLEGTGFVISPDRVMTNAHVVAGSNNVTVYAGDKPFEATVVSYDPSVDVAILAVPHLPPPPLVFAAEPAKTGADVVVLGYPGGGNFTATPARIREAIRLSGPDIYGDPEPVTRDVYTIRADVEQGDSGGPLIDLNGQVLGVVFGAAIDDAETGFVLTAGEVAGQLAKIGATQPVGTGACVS
MazF activator: activators of E. coli MazEF toxin-antitoxin RNase; FAM/BHQ RNA-DNA oligo cleavage fluorescence, 5 h; 350,000 tested, 0.32% active; activation, % at 20 µM; in the data active means activation above about 50%
Target sequence (P0AE70 whole entry, looked up): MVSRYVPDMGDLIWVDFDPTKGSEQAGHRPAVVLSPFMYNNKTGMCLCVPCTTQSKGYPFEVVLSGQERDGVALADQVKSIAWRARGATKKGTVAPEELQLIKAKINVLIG
FadD28 FP inh: M. tuberculosis FadD28 bisubstrate binding inhibition; 360,000 tested, 0.22% active; FadD28 bisubstrate probe binding, fluorescence polarization; inhibition, % at 12.5 µM; in the data active means inhibition above about 8.5%, passing the limit was not always enough; inconclusive means no clear call, values can overlap the other calls
PrPC surface inh: cell surface PrPC inhibition, primary TR-FRET screen; P04156; TR-FRET read-out; inhibition, % at 13.8 µM; 370,000 tested, 0.43% active; AID 720596; in the data active means inhibition above about 24%; further: 0% = median of the test wells and 100% = reference compound wells
UGM FP inh: Mtb UDP-galactopyranose mutase inhibition | P9WIQ1 | purified UGM, fluorescence polarization probe displacement | inhibition, % at 10 µM | 320,000 tested, 0.06% active | AID 504406; in the data active means inhibition above about 10%, passing the limit was not always enough; inconclusive means no clear call, values can overlap the other calls
Target sequence (P9WIQ1 whole entry, looked up): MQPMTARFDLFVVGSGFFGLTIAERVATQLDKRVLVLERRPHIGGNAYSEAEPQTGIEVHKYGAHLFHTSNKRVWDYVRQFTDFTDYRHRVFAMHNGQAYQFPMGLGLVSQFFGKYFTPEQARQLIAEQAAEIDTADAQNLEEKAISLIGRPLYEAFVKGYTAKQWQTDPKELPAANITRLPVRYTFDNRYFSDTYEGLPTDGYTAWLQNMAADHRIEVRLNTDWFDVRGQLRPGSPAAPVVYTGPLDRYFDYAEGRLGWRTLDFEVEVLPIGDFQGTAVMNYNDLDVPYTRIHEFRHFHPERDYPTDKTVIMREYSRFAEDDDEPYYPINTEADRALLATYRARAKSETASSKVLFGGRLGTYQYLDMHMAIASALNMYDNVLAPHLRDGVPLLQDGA
Mtb FBA inh: Mtb fructose-bisphosphate aldolase inhibition; P9WQA3; purified M. tuberculosis FBA, fluorescence read-out; inhibition, % at 1 µM; 360,000 tested, 2.3% active; in the data active means inhibition above about 27%;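 further: 0% = vehicle and 100% = reference inhibitor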
GDH-TPI inh: GDH-TPI coupled enzyme inhibition counter-screen; GDH-TPI coupled enzyme counterscreen, NADH absorbance; inhibition, % at 4.8 µM; 360,000 tested, 1.2% active; AID 588335; in the data active means inhibition above about 30%;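 further: 0% = DMSO wells and 100% = wells lacking the enzyme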
Mtb BioA inh: inhibitors of Mycobacterium tuberculosis BioA enzyme | inhibition, % at 9.99 µM | 360,000 tested, 0.096% active | purified M. tuberculosis BioA enzyme, plate reader | AID 602481; in the data active means inhibition above about 40%; inconclusive means no clear call, values can overlap the other calls
* marks the source's active call; other numbers are inactive results; ? = inconclusive; . = not tested or not shown; + = active, no number.

Values in the order – BoNT F protease | Rv3671c inh | MazF activator | FadD28 FP inh | PrPC surface inh | UGM FP inh | Mtb FBA inh | GDH-TPI inh | Mtb BioA inh
- Cc1ccnc(NC(=O)CCC(=O)N(CC(=O)NCCc2ccccc2)c2ccccc2F)c1
  2 | 9 | 4 | 0.2 | -3 | -1.2 | 1 | -4 | 1.5
- CC(C)CN(CC(C)C)C1=N/C(=C\c2ccco2)C(=O)N1c1ccccc1
  -10 | 13 | -3 | 0.1 | -7 | -3.8 | 1 | 3 | 0.5
- CN(C(=O)c1ccccc1Cl)C1CCCCC1
  -2 | -9 | -3 | -2.6 | 3 | 0.7 | 2 | -4 | -1.0
- Cc1[nH]c2ccccc2c(=O)c1SC(F)(F)C(F)C(F)(F)F (stereo unspecified)
  -6 | -3 | -3 | -2.3 | -7 | 0.8 | -3 | 6 | -0.6
- O=C(NC(=S)NCC1CCCO1)c1ccc([N+](=O)[O-])cc1 (stereo unspecified)
  4 | -1 | -5 | -4.0 | -32 | -0.2 | -4 | -4 | .
- Cc1ccc(NC(=O)NC(=O)c2ccccc2)cc1F
  -22 | 9 | 2 | -2.3 | . | -1.7 | 0 | 14 | -0.8
- COc1ccc(N2C(=O)C(C)(C)C2c2c(O)ccc3ccccc23)cc1 (stereo unspecified)
  -15 | -14 | -5 | -1.4 | 4 | -1.1 | 3 | -2 | 1.6
- COc1ccc(C)cc1NC(=O)CN(C)S(=O)(=O)c1cccs1
  -7 | 5 | 8 | -3.4 | -2 | -2.3 | 1 | 0 | 2.1
- Cc1ccccc1CS(=O)(=O)CC(O)CN1CCCC1=O (stereo unspecified)
  11 | -11 | 0 | -2.2 | 0 | -4.4 | + | 0 | 0.3
- O=C(Nc1cccc([N+](=O)[O-])c1)C1C2CCCCC21 (stereo unspecified)
  -3 | . | 2 | -6.3 | 8 | -3.2 | -3 | -15 | -1.3
- CCc1cc2cc(C)cc(C)c2nc1SCC(=O)N1CCCC1
  2 | 4 | 5 | -0.1 | 2 | 0.2 | -1 | 7 | -0.6
- CCCNC(=O)N1CCN(S(C)(=O)=O)CC1
  -1 | 6 | 11 | -2.7 | 4 | 0.0 | 2 | 7 | .
- CC(Oc1ccc2c(-c3ccccc3)cc(=O)oc2c1)C(=O)NCCN1CCOCC1 (stereo unspecified)
  3 | -9 | 5 | -0.4 | -8 | 1.8 | -2 | 21 | 6.9
- CC(=O)OC[C@@H]1CN(Cc2ccccc2)C[C@H](n2cnc3c(N4CCN(c5ccccc5)CC4)ncnc32)O1
  -3 | . | . | -4.5 | -4 | . | -2 | 3 | -0.4
- Cc1ccc(NC(=O)CN(C)C(=O)c2cccc(S(=O)(=O)N3CCc4ccccc4C3)c2)cc1
  -8 | . | 4 | -3.4 | -1 | . | -2 | 6 | -0.6
- O=C(CN(Cc1ccccc1Cl)C(=O)c1csnn1)NCc1ccc2c(c1)OCO2
  3 | -8 | -10 | -3.5 | 7 | 1.6 | 0 | 3 | -0.3
- COCCSc1nnc(NC(=O)c2ccc(NC(=O)C(C)C)cc2)s1
  -4 | 12 | 3 | -4.9 | 4 | 1.5 | 0 | 9 | -1.3
- Cc1nc(N)c2c(Cc3cccc4ccccc34)nn(C(C)(C)C)c2n1
  1 | -18 | 12 | -1.0 | 14 | -1.3 | 1 | 6 | -1.5
- Cc1noc(C)c1C(=O)OCC(=O)NC(=O)NC12CC3CC(CC(C3)C1)C2
  -7 | -2 | 2 | 3.3 | -7 | -0.1 | 1 | 17 | .
- O=S(=O)(c1cc(Br)c(Cl)s1)N1CCCC1
  -8 | 11 | -1 | -3.9 | -1 | -1.0 | 1 | -1 | 7.0

Following part.
| molecule | BoNT F protease | Rv3671c inh | MazF activator | FadD28 FP inh | PrPC surface inh | UGM FP inh | Mtb FBA inh | GDH-TPI inh | Mtb BioA inh |
| --- | --- | --- | --- | --- | --- | --- | --- | --- | --- |
| Nc1c(S(=O)(=O)c2cccs2)c2nc3ccccc3nc2n1/N=C/c1cccc(O)c1 | -4 | -141 | -2 | -8.8 | -8 | -2.3 | 19 | 45* | -2.6 |
| CCOC(=O)CCNC(=O)N1CCCC(Cc2ccccc2)(C(=O)OCC)C1 (stereo unspecified) | ? | -3 | -1 | -1.6 | 8 | 1.9 | 0 | 2 | -1.2 |
| CCc1cc(=O)oc2c3c(cc(OCC(=O)N[C@H](C(=O)O)[C@H](C)CC)c12)OC(C)(C)CC3 | 11 | -2 | 5 | -0.2 | 0 | -1.4 | + | 17 | -1.1 |
| Cn1ncc(C#N)c1/N=C/N1CCCCC1 | -20 | 9 | -3 | -2.0 | -2 | 1.8 | -2 | 2 | -1.0 |
| CC1CC(=O)N(CC(=O)Nc2ccc(F)cc2F)c2ccccc2S1(=O)=O (stereo unspecified) | 7 | -2 | -3 | -1.7 | -3 | 2.2 | 5 | -2 | -0.2 |
| CC(OC(=O)CCC(=O)c1cccs1)C(=O)Nc1ccc(Cl)cn1 (stereo unspecified) | -5 | 0 | -19 | -2.7 | -2 | 1.0 | 1 | 1 | . |
| COc1cc(/C=N\Nc2nc3ccccc3o2)cc(OC)c1OC | 32 | -4 | -3 | 1.3 | 0 | 0.6 | 5 | 34* | 0.1 |
| COc1ccc(NC(=O)CSc2nnc(C3CCCCC3)n2N)cc1 | ? | 8 | 7 | -1.1 | -2 | -1.6 | -1 | 2 | -1.0 |
| Cc1ccc(C(=O)Nc2c(C)cc(-c3ccc(Cl)cc3)oc2=O)cc1 | 0 | -4 | -4 | 0.7 | -2 | -1.0 | 6 | 16 | 0.3 |
| CN(N=O)c1ccc(CC2CCc3ccccc32)cc1 (stereo unspecified) | -11 | . | -4 | -1.7 | 4 | . | -1 | -3 | . |
| O=C(NCc1ccccc1)c1cc[n+]([O-])cc1 | -4 | 5 | 3 | -1.2 | -2 | -0.7 | -1 | 4 | . |
| CC(C)(C)c1cc[n+](CC(=O)Nc2cc(C(F)(F)F)ccc2N2CCOCC2)cc1 | -2 | -3 | 16 | -8.9 | 7 | -0.8 | 1 | -9 | . |
| Cc1nn(-c2ccc(C(=O)N3CCN(S(=O)(=O)c4ccccc4C(F)(F)F)CC3)cc2)c(C)c1Cl | -11 | 12 | 5 | -2.1 | 5 | 3.0 | 4 | 0 | -2.1 |
| CCn1cc(C2=NOC(C(=O)Nc3cccc(C(C)=O)c3)C2)c(C)n1 (stereo unspecified) | 0 | 3 | -7 | -1.4 | 3 | 0.7 | 5 | 5 | -1.2 |
| CC1(C)C(Cl)C(=O)C(C(=O)c2ccccc2)C(=O)C1Cl (stereo unspecified) | ? | 1 | 8 | -2.8 | 5 | 4.2 | 2 | -1 | -1.1 |
| CC(C)(C)C1CCc2sc(-c3nnc(CCl)o3)cc2C1 (stereo unspecified) | -6 | -4 | 4 | -2.2 | -5 | -2.1 | 2 | -8 | . |

Looked up above:
O=C(NCc1ccccc1)c1cc[n+]([O-])cc1 in Rv3671c inh: 5
CC(C)(C)c1cc[n+](CC(=O)Nc2cc(C(F)(F)F)ccc2N2CCOCC2)cc1 in GDH-TPI inh: -9

Sorted by count of non-hydrogen atoms (rising): some entries from above.
| molecule | BoNT F protease | Rv3671c inh | MazF activator | FadD28 FP inh | PrPC surface inh | UGM FP inh | Mtb FBA inh | GDH-TPI inh | Mtb BioA inh |
| --- | --- | --- | --- | --- | --- | --- | --- | --- | --- |
| CCCNC(=O)N1CCN(S(C)(=O)=O)CC1 | -1 | 6 | 11 | -2.7 | 4 | 0.0 | 2 | 7 | . |
| Cc1ccc(C(=O)Nc2c(C)cc(-c3ccc(Cl)cc3)oc2=O)cc1 | 0 | -4 | -4 | 0.7 | -2 | -1.0 | 6 | 16 | 0.3 |
| CC(C)(C)c1cc[n+](CC(=O)Nc2cc(C(F)(F)F)ccc2N2CCOCC2)cc1 | -2 | -3 | 16 | -8.9 | 7 | -0.8 | 1 | -9 | . |

Remaining list, next part
| molecule | BoNT F protease | Rv3671c inh | MazF activator | FadD28 FP inh | PrPC surface inh | UGM FP inh | Mtb FBA inh | GDH-TPI inh | Mtb BioA inh |
| --- | --- | --- | --- | --- | --- | --- | --- | --- | --- |
| N=c1c(C(=O)NC2CCCC2)cc2c(=O)n3ccccc3nc2n1CCN1CCOCC1 | 9 | 7 | 4 | -1.7 | -43 | 1.8 | 176* | 12 | -1.4 |
| COC(=O)c1ccc(NC(=O)CSc2nc3[nH]ncc3c(=O)[nH]2)cc1 | 7 | -5 | -2 | 1.0 | -11 | 1.3 | -3 | 0 | . |
| O=C(CNc1cccc(C(F)(F)F)c1)N/N=C/c1cccc(Br)c1 | -3 | -17 | -3 | -1.0 | 0 | 0.3 | -5 | 1 | -1.2 |
| Cc1ccc2nc(-c3ccncc3)cc(C(=O)Nc3ccc(F)cc3C)c2c1 | 6 | -5 | 11 | -3.1 | -15 | 0.0 | 4 | -1 | -1.7 |
| CCn1cc(/C=C2\SC(=O)N(CC(=O)Nc3ccc4c(c3)OCO4)C2=O)c2ccccc21 | 0 | -4 | -38 | -3.2 | 5 | 0.5 | -1 | 1 | . |
| Cc1ccsc1/C=N/NC(=O)Nc1ccccc1 | -2 | 0 | 3 | -1.3 | 4 | -0.9 | -4 | 11 | . |
| Clc1cccc(C2=NOC(c3nnc(-c4ccccc4)o3)C2)c1 (stereo unspecified) | 6 | -2 | 8 | -0.7 | -8 | -0.5 | -1 | 6 | -1.6 |
| C=CCN(CC=C)C(=O)C[n+]1ccc(C(N)=O)cc1 | ? | 7 | 8 | 0.4 | -15 | -3.9 | -1 | -3 | . |
| O=C(O)[C@@H]1CCCN1c1ncnc2sc3c(c12)CCC3 | -11 | 1 | 7 | -4.7 | 1 | -0.1 | 1 | 1 | 0.0 |
| CCCNC(=O)c1ccc(C2SCC(=O)N2CCc2ccccc2)cc1 (stereo unspecified) | -2 | 5 | -4 | -6.0 | 5 | -2.2 | -2 | -3 | 2.9 |
| N#Cc1c2c(c(NCCN3CCOCC3)n3c1nc1ccccc13)CCCC2 | 0 | 0 | 3 | -3.0 | 11 | 2.1 | 16 | -1 | . |
| CCOC(=O)[C@@H]1[C@H]2COc3ccc(Br)cc3[C@H]2N2C(=O)N(c3ccc(F)cc3)C(=O)[C@]12C | 1 | -12 | 5 | -1.4 | 0 | 0.5 | 3 | 10 | -1.6 |
| COc1cc(/C=N/NC(=O)c2ccc3c(c2)OCO3)ccc1O | ? | . | 0 | . | 4 | -0.4 | 1 | 35* | -2.1 |
| CC1=CC2=NC(=O)/C(=C\c3cccn3CCOc3cc(C)ccc3C)C(=N)N2O1 | -23 | -89 | -1 | -3.1 | 8 | -0.2 | -4 | 15 | 0.0 |
| COc1ccc(NS(=O)(=O)c2cn(C)cn2)cc1 | ? | -8 | 7 | -1.3 | -2 | -0.6 | 6 | 8 | . |
| CCOc1ccc(NS(=O)(=O)c2ccc(C)c(C(N)=O)c2)cc1 | -6 | 1 | 7 | 0.0 | 7 | -0.7 | 3 | -4 | -0.5 |
| COc1ccc(CNC(=O)COC(=O)CN2C(=O)C3CCCCC3C2=O)cc1 (stereo unspecified) | 2 | . | -1 | 1.0 | 5 | . | -1 | 6 | -0.2 |
| Cc1ccc(F)cc1C(=O)N1CCCC1(C)C(=O)NCC(C)C (stereo unspecified) | -11 | . | . | -0.3 | 8 | . | 0 | 5 | -0.3 |
| O=C(Nc1cccc(OC(F)(F)F)c1)[C@@H]1O[C@H](CO)[C@H](O)[C@H](O)[C@H]1O | 1 | . | . | -1.7 | -3 | . | -2 | 1 | -1.6 |
| CC(=O)CSc1nc(N)c(C#N)c(-c2cccs2)c1C#N | 2 | -5 | 4 | -0.9 | -8 | 0.1 | -1 | 12 | 1.0 |

High-throughput results: PubChem, several laboratories
